Assay outcomes from PubChem BioAssay.
IDE act – boosts human insulin-degrading enzyme activity in HEK cells; P14735; FAbeta-B cleavage, fluorescence polarization; 0% vehicle, 100% cell-free pure enzyme wells; activation, % at 5.96 µM; 0.073% of 340,000 active;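 active = activation above the mean of all tested compounds plus 3 SD, set per screening campaign, cut at about 17% in these data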
NS3 helicase inh – blocks Hepatitis C virus NS3 helicase unwinding; NS3 helicase DNA unwinding, Cy5 molecular beacon fluorescence; inhibition, % at 10.9 µM; 0.56% of 290,000 active;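 active = inhibition above the mean of all tested compounds plus 3 SD, set per campaign, cut at about 35% in these data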;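 note: 0% = DMSO wells and 100% = thioflavine S control wells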
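Compound dosing – single dose, 10.9 µM nominal final, DMSO 0.8% final · System – NS3 helicase fragment of HCV · Buffer or medium – MOPS pH 6.5, MgCl2, DTT, Tween20, BSA · Signal – Cy5 beacon fluorescence read at start and 1 h · Also added – annealed dual-labelled DNA beacon duplex, ATP-started · Schedule – 1 h at 25 °C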
p-CIP stab down – lowers stability of the mouse p/CIP coactivator protein; F442A p/CIP-EGFP cells, EGFP fluorescence, 16 h; decrease of EGFP signal, % at 10 µM; 0.01% of 290,000 active; AID 1984;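 active = EGFP signal decrease of at least 30% at 10 µM or well 3 SD below plate mean, unless failing retest; inactive = the rest, including hits failing retest or dose response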; note: some compounds called inactive have numbers as strong as hits; many of its hits are not listed in these tables
UBC9 SUMO inh – SUMOylation inhibition. P63279. 0.36% of 290,000 active. HTRF SUMOylation assay, SAE1/SAE2 + UBC9, in vitro. inhibition, % at 35 µM. AID 2006; in the data active = inhibition above about 50%, passing the limit was not always enough; note: strong numbers were not always called active
Target sequence (P63279 whole entry, looked up): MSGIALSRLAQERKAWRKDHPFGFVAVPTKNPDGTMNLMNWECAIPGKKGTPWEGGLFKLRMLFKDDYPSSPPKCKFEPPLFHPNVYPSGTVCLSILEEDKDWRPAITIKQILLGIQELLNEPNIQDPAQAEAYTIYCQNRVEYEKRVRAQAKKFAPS
VIM-2 inhibitor – blocks Pseudomonas aeruginosa VIM-2 metallo-beta-lactamase. inhibition, % at 5.6 µM. 0.89% of 290,000 active. purified VIM-2, nitrocefin hydrolysis, epi-absorbance fluorescence;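 active = inhibition above the mean of all tested compounds plus 3 SD, cutoff set per screening run, cut at about 7.5% in these data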;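 note: red hydrolysis product quenches plate fluorescence so inhibitors raise well fluorescence; 0% = enzyme with DMSO and 100% = DMSO without enzyme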
IMP-1 inh – blocks Pseudomonas aeruginosa IMP-1 metallo-beta-lactamase | purified IMP-1, nitrocefin hydrolysis, epi-absorbance fluorescence | inhibition, % at 5.6 µM | 0.45% of 290,000 active;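 active = inhibition above the mean plus 3 SD of all compounds in the same screening run, cut at about 4.5% in these data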;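 note: 0% = IMP-1 with DMSO and 100% = DMSO wells lacking enzyme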
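Test system: recombinant IMP-1 enzyme, purified / Medium: HEPES buffer pH 7.1 with ZnSO4 and Brij 35 / Doses: single dose, 5.6 µM / Times: 25 °C, 15 min preincubation, 25 min reaction / Detection: Epi-absorbance via hydrolysed-nitrocefin quenching of white-plate fluorescence, 480/530 nm, EDTA stop / Evaluation: percent inhibition from optical density relative to buffer-blank wells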
IDE inh – inhibits human insulin-degrading enzyme in HEK cells. 0.41% of 320,000 active. P14735. FAbetaB cleavage, fluorescence polarization. inhibition, % at 5.59 µM. AID 434962;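 active = percent inhibition above the average of all tested compounds plus 3 SD, set per screening campaign, cut at about 16% in these data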;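 note: IDE supplied by intact live HEK cells; FP after avidin binding of uncleaved biotin substrate so inhibition keeps polarization high; 0% = DMSO wells and 100% = 60 µM reference IDE inhibitor Ii1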
GalR3 antag – human GalR3 antagonism; HEK293 GalR3-CNG cAMP membrane potential fluorescence; galR3 body fused to GalR1 C-terminus; inhibition, % at 3 µM; 0.44% of 360,000 active;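 active = inhibition above the screen-wide average plus 3 SD, cut at about 13% in these data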;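 note: forskolin and galanin both at EC90 stimulate the cells; cAMP rise reported by CNG channel membrane potential dye signal; 0% = forskolin plus galanin with DMSO and 100% = forskolin alone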
Target sequence (O60755 1-299 limits assumed): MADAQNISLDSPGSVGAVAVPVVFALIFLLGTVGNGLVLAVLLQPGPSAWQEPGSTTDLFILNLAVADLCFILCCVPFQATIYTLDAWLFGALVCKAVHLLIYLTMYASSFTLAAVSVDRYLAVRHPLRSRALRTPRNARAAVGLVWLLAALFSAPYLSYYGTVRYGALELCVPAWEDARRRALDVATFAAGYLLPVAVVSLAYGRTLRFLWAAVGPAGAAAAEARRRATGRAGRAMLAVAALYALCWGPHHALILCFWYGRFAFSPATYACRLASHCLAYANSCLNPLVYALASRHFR
CRFR2-BP antag – antagonists of CRF-binding protein/CRF-R2 receptor complex; HEK293 CRF-R2/CRF-BP, CRF-induced calcium fluorescence; inhibition, % at 11.8 µM; 0.59% of 350,000 active; AID 588475;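 active = inhibition of the ligand-induced calcium signal above about 50% at the single tested concentration, limit read from the data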
Numbers without * were called inactive; · = not tested or not shown; & = joins results of further samples.

cpd	compound	IDE act	NS3 helicase inh	p-CIP stab down	UBC9 SUMO inh	VIM-2 inhibitor
1	COc1ccccc1N1C(=O)CC(=O)NC1=O	5	12	0	-8	-0.8
2	COc1ccc(OC)c(N2C(=O)NC(=O)C(CCc3ccncc3)(CCc3ccncc3)C2=O)c1	3	-6	5	2	-4.5
3	CN(C)CCNC(=O)c1cccn(Cc2cc(C(F)(F)F)cc(C(F)(F)F)c2)c1=O	4	-17	4	-2	-0.2
4	Cc1ccnc(NS(=O)(=O)c2ccc(N=Cc3c(O)n(C)c(=O)n(C)c3=O)cc2)n1	-10	-5	-4	2	-0.9
5	O=C(O)CCn1cc(C=C2C(=O)NC(=O)NC2=O)c(-c2ccc(Br)cc2)n1	-4	1	1	73	0.4
6	CCCCNC(=O)Nc1ccc(C(O)(C(=O)OC)C(F)(F)F)cc1 (configuration not stated)	3	5	-16	2	0.2
7	Cc1cc(OC(=O)c2cccs2)c2c3c(c(=O)oc2c1)CCCC3	4	1	7	-13	0.8
8	Nc1c(C(=O)NCC2CCCO2)c2nc3ccccc3nc2n1Cc1ccco1 (configuration not stated)	-16	32	-34	37	1.0

cpd	IMP-1 inh	IDE inh	GalR3 antag	CRFR2-BP antag
1	-2.5	4	-8	-7
2	-3.1	-3	-4	21
3	-0.4	4	2	0
4	-1.5	4	-9	0
5	-3.1	3	-10	2
6	-2.4	3	-2	-13
7	-3.7	5	-2	52*
8	-1.0	3	-5	-17

Continued.
cpd	compound	IDE act	NS3 helicase inh	p-CIP stab down	UBC9 SUMO inh	VIM-2 inhibitor
9	CC(C)CNc1c2c(nc3ccccc13)CCC2	-1	-5	-6	9	5.0
10	O=C(O)[C@H]1NC[C@H]2C[C@H]21	6	11	-3	8	-1.6
11	CCCCNC(=O)CN1C(=O)CN=C(c2ccccc2)c2ccccc21	1	3	-2	10	-0.8
12	O=C(O)C(Br)CBr (configuration not stated)	4	·	·	·	·
13	CC(C)CNC(=O)c1c(N)n(Cc2ccco2)c2nc3ccccc3nc12	0	0	-14	24	0.0
14	O=[N+]([O-])c1ccccc1CN1CC=C(c2ccc(F)cc2)CC1	0	-15	7	0	0.7
15	CN1C(=O)CN=C(c2ccccc2Cl)c2cc(Br)ccc21	6	4	-16	-2	-1.7
16	CN1CCCC(C(=O)c2ccccc2)C1 (configuration not stated)	5	-5	14	-34	-1.7

cpd	IMP-1 inh	IDE inh	GalR3 antag	CRFR2-BP antag
9	-3.0	3	-11	-19
10	-1.5	1	5	12
11	-2.1	-4	2	1
12	·	0	3	10
13	-4.1	12	-6	-39
14	-0.9	·	-11	11
15	11*	-3	-3	-5
16	-1.4	-3	3	-15

Continued.
cpd	compound	IDE act	NS3 helicase inh	p-CIP stab down	UBC9 SUMO inh	VIM-2 inhibitor
17	O=c1[nH]c(=O)n(-c2ccc(F)cc2)c(O)c1C=NCCN1CCCCC1	-1	-8	-9	4	-2.4
18	CCCCOC(=O)C1=C(N)OC2=C(C(=O)CCC2)[C@]12C(=O)Nc1ccccc12	4	7	4	7	-1.8
19	N#CCCn1cc(C=C2C(=O)NC(=O)NC2=O)c(-c2ccccc2)n1	2	0	-13	10	1.1
20	CCCNC(=O)N1[C@H]2CC[C@@H]1C(C(=O)OC)=C(c1c(C)noc1C)C2	-4	·	·	·	·
21	CCN(CC)CCN=Cc1c(O)n(Cc2ccccc2)c(=O)[nH]c1=O	6&6	13&6	-14&-8	22&18	-2.0&-2.0
22	COc1ccccc1N1C(=O)NC(=O)/C(=C/c2ccc([N+](=O)[O-])s2)C1=O	·	25	-15	34	-3.0
23	Nc1ccc(C(=O)N/N=C2/CN3CCC2CC3)cc1	-2	0	-5	17	-3.2
24	C=CC(=O)NCNC(=O)C=C	-3	·	·	·	·

cpd	IMP-1 inh	IDE inh	GalR3 antag	CRFR2-BP antag
17	-3.2	7	5	7
18	-1.8	0	4	-18
19	-3.0	5	-3	-12
20	·	0	-3	1
21	-3.1&-1.2	3&0	-2&-5	1&-29
22	0.7	8	-5	4
23	-3.6	2	3	16
24	·	2	-1	3

(further entries)
cpd	compound	IDE act	NS3 helicase inh	p-CIP stab down	UBC9 SUMO inh	VIM-2 inhibitor
25	FC(F)(F)c1ccc(CN2CCNCC2)cc1	6	-18	12	4	2.8
26	O=C(N/N=C/c1c(O)n(Cc2ccccc2)c(=O)[nH]c1=O)c1ccccc1	7	13	-4	-32	-0.6
27	O=C(Nc1ccc(Cl)cc1)Nc1nccs1	-1	2	4	4	0.0
28	COc1ccc(C2SCC(=O)Nc3c2c(=O)[nH]n3C2CCCCCC2)cc1OC (configuration not stated)	6	5	2	-6	-3.9
29	CCOc1cccc(N2C(=O)CC(=O)NC2=O)c1	2	59*	5	5	-0.8
30	O=C1NC(=O)C(CCc2ccncc2)(CCc2ccncc2)C(=O)N1CCc1ccc(F)cc1	4	1	-6	0	-0.6
31	CC1CCC2C(C)C(=O)OC3OC4(C)CCC1C32OO4 (configuration not stated)	-4	4	-5	6	-0.1
32	COc1ccc(N/N=C/c2c(O)n(-c3cccc(C)c3)c(=O)[nH]c2=O)cc1	-12	13	-38	3	-3.9

cpd	IMP-1 inh	IDE inh	GalR3 antag	CRFR2-BP antag
25	-0.2	4	-3	15
26	-2.8	0	-4	23
27	-0.2	-2	-1	-6
28	-3.3	0	-5	11
29	-3.6	1	-2	13
30	-1.6	-4	-6	-8
31	-2.4	0	-9	1
32	-4.1	9	-6	-6

Remaining list, next part
cpd	compound	IDE act	NS3 helicase inh	p-CIP stab down	UBC9 SUMO inh	VIM-2 inhibitor
33	Cc1cnc(-n2c(=S)[nH]c3ccccc3c2=O)s1	4	·	·	·	·
34	CC1(C)N2CC3([N+](=O)[O-])CN1CC([N+](=O)[O-])(C2)C3	-1	-4	5	-3	0.4
35	CCOC(=O)c1ccc(NC(=O)N2C[C@@H]3C[C@@H](C2)c2cccc(=O)n2C3)cc1	0	-1	5	22	-1.7
36	COc1ccc(S(=O)(=O)N2CCOCC2)cc1NC(=O)COC(=O)Cc1ccccc1	4	·	·	·	·
37	CCN1CCN(C(=O)Cc2ccccc2OC)CC1	1	4	-17	18	-4.8
38	COc1ccc(CN2CCN(Cc3ccccc3)CC2)c(OC)c1	6	5	-6	4	1.1
39	C=CCN1C(=O)NC(=O)C(CCc2ccncc2)(CCc2ccncc2)C1=O	-5	-5	-22	29	0.8
40	C=Cn1ccnc1P(=S)(c1ccccc1)c1nccn1C=C	-5	-11	-32	3	-0.7

cpd	IMP-1 inh	IDE inh	GalR3 antag	CRFR2-BP antag
33	·	-4	-7	9
34	-3.3	-1	-6	-26
35	-6.7	-1	-3	-3
36	·	-3	-7	-1
37	-3.5	-1	-3	1
38	-1.0	0	-6	-17
39	-3.3	-7	-2	4
40	-3.1	-2	-7	2

More results follow.
cpd	compound	IDE act	NS3 helicase inh	p-CIP stab down	UBC9 SUMO inh	VIM-2 inhibitor
41	CC(C)(C)C(=O)c1cn(CC(=O)NCc2ccco2)c2ccccc12	-1	-3	2	6	-0.3
42	Cn1c(O)c(C(=Nc2ccccc2)SCc2ccccc2Cl)c(=O)n(C)c1=O	-7	-6	-16	21	-0.6
43	COC1=CC=C2[C@H]3Cc4ccc(OC)c5c4[C@@]2(CCN3C)C1O5 (some centres not stated)	2	·	·	·	·
44	CC(=NCc1cccnc1)c1c(O)n(C2CCCCC2)c(=O)[nH]c1=O	-3	-1	-5	-5	-0.7
45	CN(C(=O)CNC(=O)OCc1ccccc1)c1ccc(Br)cc1C(=O)c1ccccc1Cl	-1	6	8	-45	-2.0
46	CN1CCc2nc3sc(C(=O)NC4CC4)c(N)c3cc2C1	2	-2	-11	40	-1.1
47	COc1cc(O)c(C(=O)O)c(-c2cc(O)c(O)cc2C)c1	-20	·	-6	-5	·
48	CCC1=Nc2cc(C(=O)N3CCC4(CC3)OCCO4)ccc2Sc2ccccc21	2	-1	-4	0	-5.1

cpd	IMP-1 inh	IDE inh	GalR3 antag	CRFR2-BP antag
41	-3.5	4	-3	-2
42	-0.3	14	1	7
43	·	-3	1	-1
44	-6.9	1	-2	-34
45	-1.7	-4	-5	-45
46	-2.9	0	1	-3
47	·	8	-6	-7
48	-1.2	-5	-8	-6

Additional structures follow.
cpd	compound	IDE act	NS3 helicase inh	p-CIP stab down	UBC9 SUMO inh	VIM-2 inhibitor
49	Cn1c(O)c(C=NC2CC(C)(C)NC(C)(C)C2)c(=O)n(C)c1=O	4	7	-14	17	-0.8
50	C=CCn1c(O)c(C(C)=Nc2cc(OC)ccc2OC)c(=O)[nH]c1=O	8	8	-11	13	-1.7
51	O=C(CNC1CCCCC1)N1CCC2(CC1)OCCO2	1	-4	7	19	-3.0
52	CCCCC(C)C(OC(=O)CC(CC(=O)O)C(=O)O)C(CC(C)CC(O)CCCCC(O)CC(O)C(C)N)OC(=O)CC(CC(=O)O)C(=O)O (configuration not stated)	8	25	3	-27	-1.2
53	C1CNC2NCCNC2N1 (configuration not stated)	6	2	11	4	-0.9
54	Cc1ccc(-n2c(C)cc(/C=C3/C(=O)NC(=O)N(C)C3=O)c2C)cc1	0	4	-6	8	2.1

cpd	IMP-1 inh	IDE inh	GalR3 antag	CRFR2-BP antag
49	-0.9	-2	-2	4
50	-1.6	-3	-1	0
51	-1.9	-1	-2	16
52	-1.3	3	-2	3
53	-2.3	·	-3	-23
54	-2.2	-6	-4	-2

Some of the entries so far, with values under each structure:
Each structure is followed by: IDE act | NS3 helicase inh | p-CIP stab down | UBC9 SUMO inh | VIM-2 inhibitor | IMP-1 inh | IDE inh | GalR3 antag | CRFR2-BP antag
[52] CCCCC(C)C(OC(=O)CC(CC(=O)O)C(=O)O)C(CC(C)CC(O)CCCCC(O)CC(O)C(C)N)OC(=O)CC(CC(=O)O)C(=O)O (configuration not stated)
    8 | 25 | 3 | -27 | -1.2 | -1.3 | 3 | -2 | 3
[54] Cc1ccc(-n2c(C)cc(/C=C3/C(=O)NC(=O)N(C)C3=O)c2C)cc1
    0 | 4 | -6 | 8 | 2.1 | -2.2 | -6 | -4 | -2
[53] C1CNC2NCCNC2N1 (configuration not stated)
    6 | 2 | 11 | 4 | -0.9 | -2.3 | · | -3 | -23

Only part of the results is shown; rates above refer to the full screens.
